# Source: PubChem (Sanford-Burnham Center for Chemical Genomics)
# LYP inhibition: inhibitors of LYP phosphatase, biochemical, fluorescence intensity, uHTS (AID 1779). recombinant LYP phosphatase, fluorescence intensity; higher % means a stronger effect. one-dose inhibition, % at 11.5 µM; IC50 in µM for titrated hits. 0.054% of 290,000 active;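 note: plate controls were vehicle with enzyme for no effect and no enzyme for full effect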
# HEK293 NOD2/NF-kB: inhibition of NOD2-driven NF-kB reporter – cell-based, luminescence, uHTS, HEK293 (AID 1566); one-dose inhibition, % at 4 µM; EC50 in µM for titrated hits; 0.63% of 290,000 active; HEK293 NOD2/NF-kB luciferase reporter, luminescence; higher % means a stronger effect; note: many of its hits are not listed in these tables
# KOR beta-arrestin-1: kappa opioid receptor blockers – cell-based, luminescence, uHTS (AID 1778) | KOR beta-arrestin recruitment, luminescence, antagonist mode; higher % means a stronger effect | inhibition, % at 10 µM; hits with a dose series show IC50 in µM | 0.091% of 290,000 active; note: strong numbers were not always called active
# PMI inhibition: human PMI inhibitors, high substrate, primary screen, biochemical, fluorescence intensity, high mannose 6-phosphate (AID 1220). recombinant PMI enzyme, coupled fluorescence intensity; higher % means a stronger effect. one-dose inhibition, % at 20 µM; IC50 in µM for titrated hits. 0.66% of 190,000 active
# NOD1 NF-kB reporter: NOD1 signaling inhibitors, primary screen, cell-based, luminescence, uHTS (AID 1578). one-dose inhibition, % at 4 µM; EC50 in µM for titrated hits. NOD1-driven NF-kB luciferase reporter cells, luminescence; higher % means a stronger effect. 1% of 290,000 active; in the data active = inhibition mostly above about 36%, no sharp cut-off; inactive = mostly below about 34%;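 note: HEK-293T reporter cells stimulated with the NOD1 agonist gamma-tri-DAP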
# XIAP displacement: small molecules displacing peptide from XIAP – biochemical, IAP family, fluorescence polarization (AID 1018). XIAP BIR domain, fluorescence polarization peptide displacement; higher % means a stronger effect. one-dose displacement, % at 20 µM; IC50 in µM for titrated hits. 0.007% of 200,000 active; in the data active = displacement above about 50%; note: a part of the inactive calls stands beside numbers as strong as those of hits
# human PMI inhibition: inhibitors of human PMI, primary screen, biochemical, fluorescence intensity, coupled assay (AID 1209) | purified PMI enzyme, coupled fluorescence intensity; higher % means a stronger effect | inhibition, % at 20 µM, or IC50 in µM where a hit was titrated | 0.42% of 190,000 active;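 note: plate controls were DMSO vehicle for no effect and wells lacking substrate for full effect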
# KOR beta-arrestin-2: kappa opioid receptor activators – cell-based, luminescence, uHTS, primary screen (AID 1777) | activation, % at 10 µM, or EC50 in µM where a hit was titrated | KOR beta-arrestin recruitment, luminescence; higher % means a stronger effect | 0.02% of 280,000 active; in the data active = activation above about 50%, passing the limit was not always enough; note: a part of the inactive calls stands beside numbers as strong as those of hits
# TNAP activators: human TNAP enzyme activators, primary screen, biochemical, luminescent, no phosphate acceptor, uHTS (AID 1001) | purified TNAP, luminescent activation assay, no phosphate acceptor; higher activation fold means a stronger effect | activation fold at 20 µM, or EC50 in µM where a hit was titrated | 0.03% of 200,000 active; in the data active = activation fold from about 3, or a potency from the dose series; inactive = the rest, 99 in 100 with activation fold below about 1.6; note: many of its hits are not listed in these tables
# The depositor's hits bear a star; . = no result given; [ ] = another dose, or the depositor's remark. Cut-off read from the data, not from the text of the source, unless noted: active = inhibition above about 50%; inactive = the rest.
[1] CCOc1ccc(N2C(N)=NC(N)=NC2(C)C)cc1
[2] COCCNC(=O)CCSCc1ccccc1F
[3] Cc1c(C=C2C(=O)c3ccccc3C2=O)cc(C#N)n1C
[4] COc1ccc(OCCn2cnc3ccccc32)cc1
[5] COc1ccccc1C(=O)CSc1ccccn1
[6] CCCCN1CCc2c([nH]c3c(C)cccc23)C1=O
[7] Cc1c(-c2n[nH]c(=S)n2-c2ccc(C(F)(F)F)cc2)nnn1-c1ccccc1
[8] O=C(/C=C/c1ccc(O)cc1)OCc1occc(=O)c1O[C@@H]1OC(CO)[C@@H](O)[C@H](O)[C@@H]1O (some centres not stated)
[9] CNS(=O)(=O)c1cccc(C(=O)OCc2cc(Cl)cc3c2OCOC3)c1
[10] COc1ccc(C(c2c(NC(=O)c3ccccc3)sc(C)c2C)N2CCN(CCO)CC2)cc1 (configuration not stated)

assay / compound	1	2	3	4	5	6	7	8	9	10
LYP inhibition	-6%	-3%	-6%	-5%	-5%	3%	-3%	-7%	0%	0%
HEK293 NOD2/NF-kB	-6%	4%	6%	6%	-29%	-81%	18%	7%	4%	-6%
KOR beta-arrestin-1	-1%	21%	13%	5%	16%	5%	29%	32%	8%	0%
PMI inhibition	6%	6%	.	.	-48%	-2%	5%	1%	12%	-5%
NOD1 NF-kB reporter	-15%	-14%	-7%	27%	-44%	-84%	-7%	-15%	-16%	35%
XIAP displacement	-5.9%	-1.3%	.	.	-2.0%	-5.6%	-10%	-2.5%	-2.6%	-0.1%
human PMI inhibition	12%	7%	.	.	-56%	3%	11%	8%	5%	16%
KOR beta-arrestin-2	2.5%	-3.4%	0.4%	7.3%	-5.0%	-13%	-3.6%	-1.7%	13%	2.2%
TNAP activators	1.1	1.1	.	.	1	0.9	1.3	1	1.1	1.1

[11] CCN(CC)S(=O)(=O)c1ccc(N2CCCC2)c(NC(=O)C2CCCCC2)c1
[12] CC(C)(C)c1cc(CCC(=O)NN)cc(C(C)(C)C)c1O
[13] O=C1OCCC1Sc1nnc(-c2cccnc2)n1-c1ccccc1F (configuration not stated)
[14] CCC(C)NC(=O)Cn1c(=O)n(-c2ccccc2)c(=O)c2ccc(C(=O)NCc3ccco3)cc21 (configuration not stated)
[15] CCn1ncc(NC(=S)Nc2ccc(OC)c(OC)c2)c1C(N)=O
[16] N#C/C(=C\Nc1ccccc1SC(F)(F)F)c1nc(-c2ccccc2)cs1
[17] CCOc1c(C)cnc2c1c(=O)n(Cc1ccccc1F)c(=O)n2C
[18] CCOc1ccccc1N(CC(=O)Nc1ccccc1C(=O)O)S(C)(=O)=O
[19] Cc1ccc2c(Cl)c(C(=O)NCC3CCCO3)sc2c1 (configuration not stated)
[20] CCC(C)C(NC(=O)OCc1ccccc1)C(=O)NCC(c1ccccc1)N(C)C (configuration not stated)

assay / compound	11	12	13	14	15	16	17	18	19	20
LYP inhibition	-3%	-4%	-4%	0%	-14%	0%	-6%	1%	-3%	-8%
HEK293 NOD2/NF-kB	-1%	16%	14%	20%	15%	-10%	24%	3%	-156%	6%
KOR beta-arrestin-1	27%	-15%	4%	16%	-7%[20 µM]	16%	8%	-1%	13%	-58%
PMI inhibition	.	-6%	-6%	-3%	.	3%	.	-3%	3%	.
NOD1 NF-kB reporter	-2%	-20%	-32%	3%	-12%	-55%	-20%	-15%	-35%	-30%
XIAP displacement	.	-2.8%	-4.0%	-3.4%	1.1%	-2.0%	.	-1.4%	-4.9%	.
human PMI inhibition	.	-7%	-7%	2%	.	0%	.	-1%	6%	.
KOR beta-arrestin-2	-1.2%	0.4%	2.2%	-0.9%	.	3.9%	-5.0%	-0.1%	-2.3%	-0.5%
TNAP activators	.	1.2	1.1	1.1	1	1	.	1	1	.

[21] C=CCNC(=O)c1cc2c(=O)n3ccccc3nc2s1
[22] CCOC(=O)C1CCN(C(=S)Nc2cc(C)ccc2C)CC1
[23] COC(=O)c1ccc(-c2nc3ccccc3[nH]2)cc1
[24] COCCn1c(-c2ccc(-c3ccc([N+](=O)[O-])cc3Br)o2)nc2c1c(=O)[nH]c(=O)n2CC(C)C
[25] O=C(NC(=S)NCc1ccccc1)c1ccccc1
[26] O=C(COC(=O)c1cccnc1)Nc1cccc(Cl)c1
[27] Clc1ccc(Nc2ncnc3c2cnn3-c2ccccc2)cc1
[28] CN(Cc1ccccc1)C(=O)C(C(=O)c1ccc(F)cc1)n1cc(Cl)ccc1=O (configuration not stated)
[29] CCC(C)NC(=O)CS(=O)(=O)Cc1nc(-c2cccc(OC)c2)oc1C (configuration not stated)
[30] COc1ccc(CNC(=S)N/N=C(/C)c2ccccc2)cc1

assay / compound	21	22	23	24	25	26	27	28	29	30
LYP inhibition	-16%	-6%	-22%	1%	-1%	-7%	-2%	0%	2%	1%
HEK293 NOD2/NF-kB	-26%	14%	-128%	37%	-48%	7%	-41%	-21%	-11%	-127%
KOR beta-arrestin-1	-28%	3%	-16%	-85%	-27%[20 µM]	-10%	-26%	-27%	-18%	31%
PMI inhibition	.	7%	6%	24%	12%	2%	9%	5%	9%	.
NOD1 NF-kB reporter	-1%	-21%	-83%	-3%	-28%	-5%	-10%	-27%	-32%	-6%
XIAP displacement	.	-0.1%	-4.6%	-8.9%	-2.4%	1.6%	-3.6%	-1.9%	-1.7%	.
human PMI inhibition	.	12%	-3%	7%	18%	-14%	9%	-7%	11%	.
KOR beta-arrestin-2	-0.6%	-0.5%	-0.7%	3.1%	-4.6%	0.0%	-2.1%	6.5%	-1.9%	1.5%
TNAP activators	.	1.2	1.1	0.9	1	1.2	1	1.1	1.1	.

[31] O=C(CSc1ccc(-c2cccnc2)nn1)N1CCCCC1
[32] CCOC(=O)C1=C(C)N=c2s/c(=C\c3ccc(OCC(=O)O)cc3)c(=O)n2C1c1ccc(Cl)cc1 (configuration not stated)
[33] CC(C)(C)N(Cc1ccccc1)C(=O)CSc1nc2ccccc2c(=O)[nH]1
[34] CS(=O)(=O)Nc1ccc(C(=O)NC2CCCCC2)cc1
[35] COc1ccc(C(=O)COC(=O)c2cc(S(=O)(=O)NCc3ccccc3)ccc2O)cc1
[36] Cc1cccc(Nc2ncc3c(n2)CC(c2ccco2)CC3=O)c1 (configuration not stated)
[37] Cc1cccnc1NC(=O)c1ccc(S(=O)(=O)N2CC(C)OC(C)C2)cc1 (configuration not stated)
[38] C=CCOc1ccc(CNc2nn[nH]n2)cc1
[39] Cc1ccccc1NC(=O)c1ccc(F)c(S(=O)(=O)N2CCCCC2)c1
[40] CCn1nc(CCC(=O)O)c2ccccc2c1=O

assay / compound	31	32	33	34	35	36	37	38	39	40
LYP inhibition	-7%	4%	3%	-3%	4%	8%	1%	-4%	-8%	-5%
HEK293 NOD2/NF-kB	-14%	29%	-15%	-5%	9%	-5%	1%	-4%	18%	6%
KOR beta-arrestin-1	9%	7%[20 µM]	2%	-5%	25%	26%	-23%	2%	12%	35%
PMI inhibition	.	.	10%	12%	5%	4%	-10%	-7%	-5%	3%
NOD1 NF-kB reporter	-31%	-5%	-4%	-33%	-23%	-34%	-22%	5%	-8%	-20%
XIAP displacement	.	.	-3.7%	-6.5%	-3.8%	-3.7%	-1.1%	-2.6%	-5.1%	-6.1%
human PMI inhibition	.	.	17%	8%	-3%	5%	-15%	-10%	-18%	1%
KOR beta-arrestin-2	9.6%	-4.7%	-3.7%	-3.6%	-3.2%	-1.6%	6.6%	-0.8%	1.5%	7.7%
TNAP activators	.	.	1	1.1	1.1	1.1	1.1	0.9	1.1	1.1

# Reformatted: three of the compounds above.
cpd	SMILES	LYP inhibition	HEK293 NOD2/NF-kB	KOR beta-arrestin-1	PMI inhibition	NOD1 NF-kB reporter	XIAP displacement	human PMI inhibition	KOR beta-arrestin-2	TNAP activators
12	CC(C)(C)c1cc(CCC(=O)NN)cc(C(C)(C)C)c1O	-4%	16%	-15%	-6%	-20%	-2.8%	-7%	0.4%	1.2
22	CCOC(=O)C1CCN(C(=S)Nc2cc(C)ccc2C)CC1	-6%	14%	3%	7%	-21%	-0.1%	12%	-0.5%	1.2
21	C=CCNC(=O)c1cc2c(=O)n3ccccc3nc2s1	-16%	-26%	-28%	.	-1%	.	.	-0.6%	.

# Additional records follow.
# Results follow in this order: LYP inhibition | HEK293 NOD2/NF-kB | KOR beta-arrestin-1 | PMI inhibition | NOD1 NF-kB reporter | XIAP displacement | human PMI inhibition | KOR beta-arrestin-2 | TNAP activators
41	CN(C)CCNC(=O)c1cccc(NS(=O)(=O)c2ccc(Cl)c(Cl)c2)c1
→ -4% | -8% | -16% | 3% | -28% | -2.6% | 1% | -2.1% | 1
42	CCN1C(=O)N(S(=O)(=O)C(F)(F)F)[C@@H](c2ccccc2)C(C(=O)OC)=C1C
→ -5% | 0% | 24% | . | 1% | . | . | -4.8% | .
43	CCC(C(=O)NCC1CCCO1)N(C(=O)CNS(=O)(=O)c1ccccc1)c1ccc(F)cc1 (configuration not stated)
→ -12% | -10% | -4% | . | -31% | . | . | -1.5% | .
44	Cc1cccc(OCc2nnc(SCC(=O)N3CCCCC3)o2)c1
→ -3% | 1% | -24% | . | -34% | . | . | 2.3% | .
45	CC1=C(OC(=O)C(C)(C)C)C(C)(C)C(c2ccccc2)OC1=O (configuration not stated)
→ -1% | -13% | . | -4% | 3% | -4.5% | -2% | -4.5% | 1
46	CCc1nnc(NC(=O)CSc2nnc3c(n2)[nH]c2ccccc23)s1
→ -8% | 21% | 25% | -2% | -28% | -7.0% | -3% | -7.5% | 1.1
47	COc1ccc(-c2cc(=Nc3c(C)n(C)n(-c4ccccc4)c3=O)c3ccccc3o2)cc1
→ -41% | -5% | 13% | -15% | -16% | -7.4% | -33% | -5.0% | 0.9
48	Cc1cc(Br)ccc1SCC(=O)OCC(=O)Nc1ncc(C(F)(F)F)cc1Cl
→ -5% | 3% | 1% | 9% | -3% | -2.5% | 8% | 4.3% | 1
49	Cc1sc(NC(=O)c2ccco2)c(C(c2cccnc2)N2CCN(c3ccc(F)cc3)CC2)c1C (configuration not stated)
→ 10% | 38% | 0% | 15% | 34% | -1.7% | 15% | -3.0% | 1.2
50	CCc1ccccc1NC(=O)c1ccc(-n2c(C)ccc2C)cc1
→ 0% | 9% | 29% | 4% | -4% | -2.2% | 5% | 0.0% | 1.1
51	COc1c2c(nc3ccccc13)OC(C(C)(O)COC(C)=O)C2 (configuration not stated)
→ -4% | 3% | -71% | -3% | 19% | -5.6% | 7% | . | 1
52	CCN1CCCC1Cn1cnc2c([nH]c3cccc(Cl)c32)c1=O (configuration not stated)
→ -10% | 10% | -16% | 4% | 10% | -2.1% | 6% | -9.0% | 1.1
53	CN(C)C(=O)N1CCC(C(=O)NCc2ccc3c(c2)OCO3)CC1
→ -1% | -1% | 1% | 4% | -11% | -4.3% | 12% | -4.4% | 1.1
54	COc1ccc(-c2csc(-c3cccs3)n2)cc1OC
→ 5% | -56% | -3% | 0% | -64% | -4.4% | -10% | -2.5% | 1
55	O=C(Cn1c(-c2ccccc2)c[n+]2ccsc12)c1ccc(Br)cc1
→ -10% | -8% | 4% | -1% | -44% | -4.7% | -7% | -8.8% | 1
56	Cc1ccc2c(c1)c1c(n2CC(O)Cn2c(C)nc3ccccc32)C(=O)CCC1 (configuration not stated)
→ 3% | -5% | -24% | 24% | -8% | -3.0% | 23% | -1.8% | 1
57	O=[N+]([O-])c1cc(S(=O)(=O)NCCCN2CCOCC2)ccc1Cl
→ 0% | 18% | -24% | -10% | -9% | -5.1% | 3% | 1.6% | 0.8
58	CCC(CC)NCc1ccc(OC)cc1OC
→ 0% | 1% | 39% | 12% | -40% | -2.6% | 17% | -3.7% | 1.1
59	C=CCn1c(O)c(C2=c3ccccc3=NC2=O)c2ccccc21
→ -15% | 13% | -6%[20 µM] | . | 4% | . | . | -5.7% | .

# This is a subset (hit frequency here may not be typical).
